# Screening results from PubChem.
# PglD DTNB: blocks C. jejuni PglD acetyltransferase activity; purified PglD enzyme, DTNB colorimetric CoA detection; inhibition, % at 12.5 µM; 0.098% of 360,000 active; in the data active means inhibition above about 16%, passing the limit was not always enough; further: strong numbers were not always called active
# PGC1a acetyl inh: lowers PGC1a acetylation signal in U2OS cells. AlphaScreen anti-acetyl-lysine; with virally co-expressed GCN5 acetyltransferase. 0.17% of 350,000 active. inhibition, % at 15.6 µM;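 active means every replicate shows inhibition of at least 40%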;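 further: 0% = neutral control wells and 100% = positive control wells; some results beyond the cut were filed as inactive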
# miR-122 sensor: miR-122 inhibition in Huh7 cells. Huh7 miR-122 Renilla luciferase sensor, 48 h; neutral wells = 0, positive control = 100. activation (reporter increase), % at 12.5 µM. 0.3% of 340,000 active. AID 602342;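 active means mean replicate activation score at least 90 and every replicate individually at or above 90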;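 further: higher luciferase means less miR-122 activity so hits act as miR-122 inhibitors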
# F508del corr: CFTR F508del correction in bronchial cells; AID 720511; CFBE cells, YFP halide quenching; stimulated with forskolin plus potentiator P3; % fluorescence drop versus neutral controls; 0.36% of 350,000 active; activity (quench increase), % at 7.58 µM;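 active means mean added fluorescence quench of at least 8% versus neutral control, with both replicates also reaching 8%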;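 further: cells transiently co-express mutant CFTR-F508del with the halide-sensitive YFP; corrector assay measuring rescue of mutant channel to the surface after 24 h compound exposure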
# GSIS activator: primary screen for activators of insulin secretion dependent on glucose, INS-1E cells, GLuc reporter luminescence; AID 743287; activation, % at 16.6 µM; INS-1E GLuc reporter insulin secretion, 2-3 h; 0.61% of 370,000 active;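 active means lowest replicate activation of at least 40%, so every replicate reaches that level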;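 further: 0% = median of neutral control wells and 100% = median of IBMX positive control wells; some compounds called inactive have numbers as strong as hits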
# Cneo AK release: causes C. neoformans cell lysis; adenylate kinase release luminescence, 4 h; normalised: neutral wells 0, clomiphene wells 100; lysis activity, % at 15 µM; 0.2% of 360,000 active;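 active means mean lysis activity across replicates of at least 80%, whatever share of replicates individually reach that level; inactive means mean lysis activity below 80%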
#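 Material: C. neoformans cells; Schedule: 4 h static compound exposure, 37 °C, read 1 h post-reagent; Measured by: adenylate kinase release luminescence; Read-out: signal increase indicating cell lysis; Controls: Clomiphene as positive lysis control.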
# FN deposit inh: fibronectin deposition inhibition; inhibition, % at 12.6 µM; AH1F fibroblasts, Alexa488-fibronectin deposition fluorescence, overnight; 0.086% of 350,000 active;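 active means mean inhibition across replicates of 30% or more, regardless of how many single replicates reach that level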;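 further: positive control wells lacked labelled fibronectin entirely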
#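 Material: AH1F fibroblast monolayer depositing Alexa488-labelled fibronectin into matrix / Amount: 10000 AH1F cells per well / Signal: fluorescence 485/525 nm / Medium: DMEM, 2% serum / Compound: single dose, pinned / Incubation: 1 h cell adhesion before compound, then overnight fibronectin incubation / Reagent: Alexa488-FN, 24 nM final / Read-out: inhibition of fibronectin deposition signal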
# Statin myotox sup: protects C2C12 myotubes from simvastatin toxicity | 0.78% of 330,000 active | AID 602340 | rescue of ATP level, % at 7.49 µM | ATP luminescence, 48 h; scaled: DMSO 0, geranylgeraniol control 100;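 active means mean ATP rescue above about 67%, or every replicate alone reaching that limit, limit read from the data, passing the limit was not always enough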;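 further: myotubes were challenged with 10 µM simvastatin during compound exposure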
# * hit, by the source's call; . = no result given; [ ] = dose if it differs, or a comment. Outcome played no part in choosing rows; any-hit rate near 2.1%.
# Every second line gives: PglD DTNB	PGC1a acetyl inh	miR-122 sensor	F508del corr	GSIS activator	Cneo AK release	FN deposit inh	Statin myotox sup
COc1ccc(OCCCC(=O)NNC(=O)c2ccncc2)cc1
→ -3	-4	1	0.7	23	-2	4	13
Fc1ccc(-c2nc3n(n2)Cc2ccccc2-3)cc1
→ -1	6	-5	.	.	-1	.	.
Cc1cccc(C(=O)OCC(=O)N(C)C(c2ccccc2)c2ccccc2)c1[N+](=O)[O-]
→ -2	0	-4	-1.2	-6	1	3	-16
COc1ccc2oc(C(=O)OC(C)C(=O)NCc3ccccc3)c(C)c2c1 (stereo unspecified)
→ .	.	.	2.1	38	.	3	-8
CC(CC(=O)O)CC(=O)Nc1cc(C(F)(F)F)cc(C(F)(F)F)c1 (stereo unspecified)
→ .	9	.	-2.5	14	.	7	.
COc1ccc(Cl)cc1C(=O)Nc1ccccc1N1CCN(C)CC1
→ .	-13	16	.	8	.	-7	.
O=C(Nc1ccc(S(=O)(=O)Nc2ncccn2)cc1)C1=NN(c2ccccc2)C(=O)CC1
→ 4	7	2	0.9	-1	0	0	-2
CC(C)NC(=O)N(C)C[C@@H]1Oc2ccc(NC(=O)NC3CCCCC3)cc2C(=O)N([C@@H](C)CO)C[C@@H]1C
→ -2	10	8[16.7 µM]	-1.9	5	-2	.	3
O=C(N/N=C/c1ccoc1)c1cc(Br)ccc1O
→ 2	.	.	-0.5	-3	5	.	2
Cc1cccc(NC(=O)c2cc(=O)[nH]c3ccccc23)c1
→ 0	.	.	0.1	12	5	-1	29
COCC(=O)N1[C@@H]2c3cccc(=O)n3C[C@@H]2[C@@H](CO)[C@@H]1C(=O)NCc1ccccc1
→ 1	.	.	.	9	-2	8	-19
CO[C@H]1CN(C)C(=O)c2cc(NC(=O)Nc3cc(F)ccc3F)ccc2OC[C@H](C)N(C(=O)c2cnccn2)C[C@H]1C
→ -2	-5	.	-4.9	-23	2	7	-11
CC1=C(c2ccccc2)C(=S)NC(C)(C)C1
→ -7	25	.	-1.3	-3	5	-14	-4
CO[C@H]1CN(C)C(=O)c2ccc(NC(=O)C3CC3)cc2OC[C@@H](C)N(C(=O)c2ccccc2F)C[C@@H]1C
→ 2	3	-13[16.7 µM]	-0.8	0	2	-16	-1
O=C(CCN1C(=O)C2CC=CCC2C1=O)N1CCN(c2ccccn2)CC1 (stereo unspecified)
→ 1	49	-2	.	.	4	.	-7
O=C(Nc1cccc(Cl)c1)ON=C1c2ccccc2-c2ccccc21
→ .	13	0	-1.1	-43	.	.	-16
Brc1cccc(-c2nc3ccc(Br)cn3c2Cc2ccsc2)c1
→ 0	0	4	-0.7	1	-1	-4	-3
CC(NC(=O)NC1CCCCC1)C(c1cccs1)N1CCN(C)CC1 (stereo unspecified)
→ -1	.	.	1.2	4	7	7	7
O=C(C[C@@H]1C[C@@H]2c3cc(NC(=O)NC4CCCCC4)ccc3O[C@@H]2[C@H](CO)O1)NCc1ccccn1
→ 0	-3	1[16.7 µM]	0.5	17	7	.	2
COc1ccc(OC)c(NC(=O)CN2CCN(C(=O)c3ccco3)CC2)c1
→ 3	-4	19	.	.	-2	-3	.
COc1ccc(CN2CCSc3sccc3C2=O)cc1
→ 5	4	25	1.1	11	-1	0	-13
COc1cccc(C2C(C#N)=C(N)OC3=C2C(=O)CC(c2ccco2)C3)c1OCc1ccc(F)cc1 (stereo unspecified)
→ 3	0	11	.	.	4	-4	.
C/C(=N/NC(=O)CN1CCN(Cc2ccccc2)CC1)c1ccc([N+](=O)[O-])cc1
→ -2	7	0	1.7	2	5	9	.
CC1=C(C(=O)N2CCCCCC2)CC(CC(=O)NCCCN(C)C)C(=O)N1Cc1ccccc1 (stereo unspecified)
→ 3	4	-5	5.4	6	1	1	-2
CCCCn1c(N)c(N(CC)C(=O)c2ccc(Cl)c(Cl)c2)c(=O)[nH]c1=O
→ 7	.	.	1.1	-3	-1	12	8
CCc1cccc(NC(=O)CCNS(=O)(=O)c2ccc3[nH]c(=O)oc3c2)c1
→ -3	2	1	-0.1	18	-2	12	19
C[C@@H]1CN([C@H](C)CO)S(=O)(=O)c2ccc(-c3ccncc3)cc2O[C@H]1CN(C)C(=O)C1CCCCC1
→ .	15	28[16.7 µM]	4.8	-23	.	.	-47
C[C@@H]1CN([C@H](C)CO)C(=O)Cc2cc(NS(=O)(=O)c3ccc(F)cc3)ccc2O[C@H]1CN(C)Cc1ccccc1
→ 10	3	-4[16.7 µM]	2.3	-20	-3	-15	58
COC(=O)C1=C(C)N(CCc2ccccc2)C(=O)C1
→ -2	24	-9	.	.	-1	.	0
CCOC(=O)C1=CCN(S(=O)(=O)c2ccccc2F)C1c1cccc(C)c1 (stereo unspecified)
→ 3	-9	-2	0.6	-8	7	-3	1

# 15 of the compounds above, as tab-separated lines.
Compound	PglD DTNB	PGC1a acetyl inh	miR-122 sensor	F508del corr	GSIS activator	Cneo AK release	FN deposit inh	Statin myotox sup
CC1=C(c2ccccc2)C(=S)NC(C)(C)C1	-7	25	.	-1.3	-3	5	-14	-4
CO[C@H]1CN(C)C(=O)c2ccc(NC(=O)C3CC3)cc2OC[C@@H](C)N(C(=O)c2ccccc2F)C[C@@H]1C	2	3	-13[16.7 µM]	-0.8	0	2	-16	-1
O=C(CCN1C(=O)C2CC=CCC2C1=O)N1CCN(c2ccccn2)CC1 (stereo unspecified)	1	49	-2	.	.	4	.	-7
O=C(Nc1cccc(Cl)c1)ON=C1c2ccccc2-c2ccccc21	.	13	0	-1.1	-43	.	.	-16
Brc1cccc(-c2nc3ccc(Br)cn3c2Cc2ccsc2)c1	0	0	4	-0.7	1	-1	-4	-3
CC(NC(=O)NC1CCCCC1)C(c1cccs1)N1CCN(C)CC1 (stereo unspecified)	-1	.	.	1.2	4	7	7	7
O=C(C[C@@H]1C[C@@H]2c3cc(NC(=O)NC4CCCCC4)ccc3O[C@@H]2[C@H](CO)O1)NCc1ccccn1	0	-3	1[16.7 µM]	0.5	17	7	.	2
COc1ccc(OC)c(NC(=O)CN2CCN(C(=O)c3ccco3)CC2)c1	3	-4	19	.	.	-2	-3	.
COc1ccc(CN2CCSc3sccc3C2=O)cc1	5	4	25	1.1	11	-1	0	-13
COc1cccc(C2C(C#N)=C(N)OC3=C2C(=O)CC(c2ccco2)C3)c1OCc1ccc(F)cc1 (stereo unspecified)	3	0	11	.	.	4	-4	.
C/C(=N/NC(=O)CN1CCN(Cc2ccccc2)CC1)c1ccc([N+](=O)[O-])cc1	-2	7	0	1.7	2	5	9	.
CC1=C(C(=O)N2CCCCCC2)CC(CC(=O)NCCCN(C)C)C(=O)N1Cc1ccccc1 (stereo unspecified)	3	4	-5	5.4	6	1	1	-2
CCCCn1c(N)c(N(CC)C(=O)c2ccc(Cl)c(Cl)c2)c(=O)[nH]c1=O	7	.	.	1.1	-3	-1	12	8
CCc1cccc(NC(=O)CCNS(=O)(=O)c2ccc3[nH]c(=O)oc3c2)c1	-3	2	1	-0.1	18	-2	12	19
C[C@@H]1CN([C@H](C)CO)S(=O)(=O)c2ccc(-c3ccncc3)cc2O[C@H]1CN(C)C(=O)C1CCCCC1	.	15	28[16.7 µM]	4.8	-23	.	.	-47

# (list continues)
# Every second line gives: PglD DTNB	PGC1a acetyl inh	miR-122 sensor	F508del corr	GSIS activator	Cneo AK release	FN deposit inh	Statin myotox sup
COc1ccc(OC)c(NC(=O)N[C@@H](Cc2ccccc2)C(=O)O)c1
→ -1	13	-4	.	.	-3	.	23
COc1ccc(OC(C)=O)c(C2c3cc(OC)c(OC)cc3CCN2C(C)=O)c1 (stereo unspecified)
→ 3	-2	-1	.	15	0	.	14
Cc1ccc(C)c(NC(=S)NC(C)C(c2cccs2)N2CCOCC2)c1 (stereo unspecified)
→ -5	-1	4	-2.1	-14	4	-3	-13
CSc1ccccc1NC(=O)CN(C)CC(=O)NCC(=O)Nc1ccc(F)cc1
→ 3	.	.	2.4	-3	-3	-7	-3
CCC(=O)c1ccc(OCC(=O)NCC2COc3ccccc3O2)cc1 (stereo unspecified)
→ -7	4	4	2.3	-6	-2	-7	3
C[C@H]1CN([C@@H](C)CO)S(=O)(=O)c2ccc(C#Cc3ccccc3)cc2O[C@H]1CN(C)C(=O)Nc1ccc2c(c1)OCO2
→ 6	-8	2[16.7 µM]	-0.9	1	1	-1	-71
C[C@@H]1CN([C@H](C)CO)C(=O)c2cc(NC(=O)C3CCCCC3)ccc2O[C@@H](C)CCCCO[C@@H]1CN(C)S(=O)(=O)c1ccccc1
→ 3	4	4[16.7 µM]	-0.2	-10	-1	0	.
COc1cccc(-c2cnc3c(c2)C(=O)N([C@H](C)CO)C[C@H](C)[C@@H](CN(C)C(=O)CN(C)C)O3)c1
→ 4	-1	-7[16.7 µM]	-1.2	45	-9	.	7
CCCCn1c(N)c(N(CC(C)C)C(=O)CSc2ccc3c(c2)OCCO3)c(=O)[nH]c1=O
→ 8	2	2	4.5	-5	0	1	37
COc1cccc(C(=O)Nc2ccc3c(c2)OC[C@@H](C)N(CC2CC2)C[C@H](C)[C@H](OC)CN(C)C3=O)c1
→ -1	5	16[16.7 µM]	-2.2	1	-1	0	8

# 2 of these compounds, set out differently:
Molecule	PglD DTNB	PGC1a acetyl inh	miR-122 sensor	F508del corr	GSIS activator	Cneo AK release	FN deposit inh	Statin myotox sup
CCC(=O)c1ccc(OCC(=O)NCC2COc3ccccc3O2)cc1 (stereo unspecified)	-7	4	4	2.3	-6	-2	-7	3
C[C@H]1CN([C@@H](C)CO)S(=O)(=O)c2ccc(C#Cc3ccccc3)cc2O[C@H]1CN(C)C(=O)Nc1ccc2c(c1)OCO2	6	-8	2[16.7 µM]	-0.9	1	1	-1	-71

# (list continues)
# Every second line gives: PglD DTNB	PGC1a acetyl inh	miR-122 sensor	F508del corr	GSIS activator	Cneo AK release	FN deposit inh	Statin myotox sup
Cc1ccc(S(=O)(=O)NCCC(=O)N2CCCCCC2)cc1
→ .	4	-9	1.0	18	.	0	7
CCC(=O)Nc1ccc2c(c1)C(=O)N(C)[C@H]1CC[C@H](CC(=O)NCCc3ccccc3)O[C@@H]1CO2
→ 9	5	14[16.7 µM]	-0.1	8	59	-1	-2
Cc1nnc(NC(=O)c2cc3ccccc3o2)s1
→ -6	6	-5	-0.7	16	-4	-1	14
Cc1sc2nc(COC(=O)c3cccc(S(=O)(=O)N(C)c4ccccc4)c3)[nH]c(=O)c2c1C
→ 2	16	-13	-0.2	-7	4	-5	.
C[C@@H]1CN([C@H](C)CO)C(=O)c2cc(/C=C/c3ccccc3)cnc2O[C@@H]1CN(C)S(C)(=O)=O
→ 1	-3	3[16.7 µM]	-2.2	-5	87*	0	-11
O=C(CNS(=O)(=O)c1ccc(Br)s1)N1CCN(c2ncccn2)CC1
→ -4	-8	-2	.	.	-5	.	150*
CO[C@@H]1CN(C)C(=O)c2ccc(NC(=O)C3CCC3)cc2OC[C@H](C)N(C(=O)CN(C)C)C[C@H]1C
→ -1	-3	-8[16.7 µM]	0.4	-4	-4	.	12
COC(=O)c1ccccc1NC(=S)N1CCN(c2ccc(OC)cc2)CC1
→ .	0	5	-0.9	7	.	5	3
CCSc1nsc(SCC)c1C(N)=O
→ 1	-3	0	.	.	-1	-2	1
COc1ccc(/C=C2\C(=O)OCc3cc(OC)c(OC)cc32)cc1OC
→ 4	-2	-3	.	103*	-3	2	6
COc1ccc(CN2CCN(Cc3ccco3)CC2)c(OC)c1
→ 2	-4	-3	0.5	6	1	-6	-4
COC(=O)COc1cccc2c(=O)n(CC(=O)N3CCCc4ccccc43)ccc12
→ 2	14	-1	3.5	.	1	-1	-13
